Sm TGR inh: inhibitors of Schistosoma mansoni thioredoxin glutathione reductase; 360,000 compounds, 3% hits; Potency, µM (doses to about 114 µM), for the others: top-dose activity change, negative = inhibition, usual class: inhibitors; AID 485364; Q962Y6; purified TGR, DTNB reduction, TNB absorbance 405 nm; note: potency is the fitted concentration of half-maximal effect; nearly all actives have a fitted effect of over 60% in size
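TGR 20 nM + NADPH 100 uM (dispensed conc.), cpd preinc 15 min RT; start with NADPH (500 uM addition) then DTNB (15 mM addition). Kinetic TNB absorbance, 405 nm filter. Four-parameter Hill fit across titration.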
HCMV inh: inhibitors of human cytomegalovirus; 410,000 compounds, 4.5% hits; HFF cells, HCMV-luciferase reporter, 72 h; active compounds read low; activity change, negative = inhibition, % at 57.5 µM; in the data active = activity change below about -60%; inconclusive = no clear call, values can overlap the other calls; inactive = above about -39%
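Two-dose cell screen: HFF monolayers treated with compounds and infected with luciferase-expressing HCMV at 1 PFU/cell, 72 h at 37C, then lysed for luciferase measurement.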
TbPYK inhibitor: blocks Trypanosoma brucei pyruvate kinase | TbPYK enzyme, Kinase-Glo Plus ATP luminescence, 45 min | Potency, µM (series often up to 76.8 µM), for inactives: at the highest dose activity, negative = inhibition, actives largely listed as inhibitors | 410,000 compounds, 0.12% hits | AID 624173; note: potency is the fitted concentration of half-maximal effect; nearly all actives have a fitted effect of over 50% in size
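TbPYK + substrate in 50 mM TEA pH 7.2, 100 mM KCl, 10 mM MgCl2, 0.05% BSA, 0.01% Tween-20; cpd pinned; ADP 130 uM final; 45 min RT; Kinase-Glo Plus 10 min; luminescence endpoint.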
LmPK inh: LmPK (Leishmania mexicana) enzyme inhibition | Potency, µM (top dose mostly 57.5 µM), inactives show at the highest dose activity change, negative = inhibition, usual class: inhibitors | 290,000 compounds, 0.37% hits | purified LmPK, Kinase-Glo ATP luminescence, 1 h | Q27686; note: potency is the fitted concentration of half-maximal effect
Target sequence (Q27686 whole entry, looked up): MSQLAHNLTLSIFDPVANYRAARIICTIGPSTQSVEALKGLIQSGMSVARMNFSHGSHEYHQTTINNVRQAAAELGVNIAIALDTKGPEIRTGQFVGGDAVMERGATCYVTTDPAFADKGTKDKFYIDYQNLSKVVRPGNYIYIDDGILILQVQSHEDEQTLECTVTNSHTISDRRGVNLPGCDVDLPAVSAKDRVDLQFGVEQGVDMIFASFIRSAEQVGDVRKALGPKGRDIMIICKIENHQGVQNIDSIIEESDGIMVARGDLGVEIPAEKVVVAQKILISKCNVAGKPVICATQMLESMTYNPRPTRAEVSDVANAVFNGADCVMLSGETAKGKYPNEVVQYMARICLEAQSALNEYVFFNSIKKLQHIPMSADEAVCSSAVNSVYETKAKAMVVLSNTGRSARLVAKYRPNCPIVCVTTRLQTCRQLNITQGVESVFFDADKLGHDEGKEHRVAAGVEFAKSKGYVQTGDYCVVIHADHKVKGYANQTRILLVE
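0.1 nM LmPK, 0.5 mM PEP, 0.1 mM ADP; 50 mM imidazole pH 7.2, 7 mM MgCl2, 50 mM KCl; 1 h RT. Kinase-Glo luminescence readout, normalized to no-enzyme (full inhibition) and uninhibited wells.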
AmpC detergent: blocks E. coli AmpC beta-lactamase in detergent assay; P00811; AmpC hydrolysis of nitrocefin, absorbance 480 nm, 0.01% Triton; 370,000 compounds, 0.041% hits; Potency, µM (top dose mostly 114 µM), for inactives: at the top dose activity change, negative = inhibition, most hits filed as inhibitors; AID 485294;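 note: potency is the fitted concentration of half-maximal effect; 0% = no-compound wells and -100% = no-enzyme wells; nearly all actives have a fitted effect of over 25% in size; some results filed as inactive show a strong effect at the top dose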
Target sequence (P00811 whole entry, looked up): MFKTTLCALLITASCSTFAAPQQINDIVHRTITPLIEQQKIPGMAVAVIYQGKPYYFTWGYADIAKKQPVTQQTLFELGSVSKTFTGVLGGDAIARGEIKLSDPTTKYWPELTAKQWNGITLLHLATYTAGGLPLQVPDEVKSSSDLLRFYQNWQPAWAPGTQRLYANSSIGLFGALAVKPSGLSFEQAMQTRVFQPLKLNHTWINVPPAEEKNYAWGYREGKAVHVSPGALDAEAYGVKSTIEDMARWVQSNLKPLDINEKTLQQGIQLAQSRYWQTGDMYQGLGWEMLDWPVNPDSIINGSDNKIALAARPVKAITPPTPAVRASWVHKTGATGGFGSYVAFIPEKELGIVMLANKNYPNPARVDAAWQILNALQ
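AmpC (5.3 nM in the dispensed reagent) in 20 mM phosphate pH 7.0 with 0.01% (detergent screen) or 0.0001% Triton X-100 was preincubated with compounds for 15 min at room temperature. Nitrocefin was then added from an 800 uM solution, and hydrolysis was followed at 480 nm.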
AmpC no deterg: AmpC beta-lactamase inhibition without detergent. P00811. AmpC nitrocefin hydrolysis, absorbance 480 nm, 0.0001% Triton. Potency, µM (series often up to 57.1 µM), for inactives: top-dose activity change, negative = inhibition, actives largely listed as inhibitors. 330,000 compounds, 0.52% hits. AID 485341;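 note: potency is the fitted concentration of half-maximal effect; plate controls were no compound for no effect and no enzyme for full effect; nearly all actives have a fitted effect of over 20% in size; some results filed as inactive show a strong effect at the top dose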
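AmpC (5.3 nM in the dispensed reagent) in 20 mM phosphate pH 7.0 with 0.01% (detergent screen) or 0.0001% Triton X-100 was preincubated with compounds for 15 min at room temperature. Nitrocefin was then added from an 800 uM solution, and hydrolysis was followed at 480 nm.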
AMA1-RON2 inh: AMA1-RON2 (P. falciparum) interaction inhibition; AlphaScreen AMA1-biotinylated RON2 peptide binding; Potency, µM (highest dose often 58.2 µM), inactives show top-dose activity change, negative = inhibition, usual class: inhibitors; 360,000 compounds, 0.2% hits;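 note: potency is the fitted concentration of half-maximal effect; 0% = vehicle wells and -100% = peptide control; nearly all actives have a fitted effect of over 45% in size; some results filed as inactive show a strong effect at the top dose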
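AMA1 (3D7) with his tag at 25 nM final met compounds first, then biotinylated RON2 peptide at 25 nM; detection used donor plus acceptor beads, 10 µg/mL apiece, read by AlphaScreen after 30 min at room temperature.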
The depositor's hits bear a star; ? = inconclusive; / = not tested or not shown; [ ] = remark or other dose. Unless noted, calls come from the whole dose curve; as a rule, active = well fitted curve in the direction sought with a large enough effect; inconclusive = small, poorly fitted or top-dose-only effect, or another doubt; inactive = no such curve, though single readings can be large; an effect the other way counts as inactive or inconclusive. Unless noted, % is set by controls: 0 for no effect and ±100 for the full control effect. Rows were taken by chance, and some 7.4% of all compounds hit somewhere here.

molecule	HCMV inh	TbPYK inhibitor	AMA1-RON2 inh	AmpC no deterg	AmpC detergent	LmPK inh	Sm TGR inh
O=C(CC1C(=O)N(c2ccc(F)cc2)C(=O)N1Cc1ccc2c(c1)OCO2)Nc1ccc(Cl)cc1 (centres undefined)	7	2%	/	/	10%	/	4%
Cc1ccc(NC(=O)c2ccc(OCc3c(C)noc3C)cc2)nc1	?	-2%	0%	-17%	-6%	/	-3%
COc1ccc(C2N3CC4(C)CN2CC(c2ccccc2)(C3)C4=O)cc1OC (centres undefined)	-4	-8%	/	/	21%	/	6%
COc1ccc(C(=O)C2CCCN(C(=O)c3cc(C4CC4)[nH]n3)C2)c(C)c1 (centres undefined)	-18	-4%	1%	6%	-1%	4%	0%
CCOc1ccc(C(=O)NCCCN2CCCC2=O)cc1	11	-2%	0%	-22%	6%	3%	1%
O=C(O)CN1C(=O)CC(c2ccccc2)CC1=O	-5	-7%	4%	-11%	1%	2%	-18%
COc1cccc(N2CCN(Cc3ncc(-c4ccccc4)o3)CC2)c1	23	-3%	?	139%[activator]	-9%	-10%	1%
CCCCCn1c(CCCNC(=O)c2ccccc2)nc2ccccc21	-27	5%	/	/	-4%	/	0%
Cc1ccc(NC(=O)CN(C)C(=O)COc2ccc(C(=O)c3ccc(F)cc3)cc2)cc1	?	1%	-5%	46%	-8%	0%	-3%
CN(Cc1nc2ccccc2n1C)c1ccccc1	53	1%	-5%	-9%	-15%	-1%	-2%
O=C1C2CC=CCC2C(=O)N1c1ccc(NCCc2ccccc2)c([N+](=O)[O-])c1 (centres undefined)	-4	-2%	-6%	-12%	?	2%	2%
COC(=O)[C@@]1(Cc2ccc(OC)cc2)[C@H]2c3cc(C(=O)N4CCCC4)n(Cc4ccc(C)c(F)c4F)c3C[C@H]2CN1C(=O)c1ccccc1	-24	-4%	-16%	/	/	/	/
O=C(COC(=O)CC1CCCC1)Nc1ccc(Br)cc1F	-19	1%	29%	3%	/	/	/
COC(=O)CCC(=O)NNC(=O)c1cccc(Cl)c1	-3	2%	-1%	-21%	-3%	-6%	4%
Cn1c2ccccc2c2c(C(=O)N3CCN(c4ccc(F)cc4)CC3)cn(C3CCCCC3)c(=O)c21	-23	2%	/	/	12%	/	5%
O=c1c(-c2ccc(Cl)cc2)cnc2n1CCS2	-16	-8%	?	-36%	?	-5%	4%
CCn1c(=NC(=O)c2ccc3c(c2)OCCO3)sc2c(C)ccc(OC)c21	-16	5%	/	/	5%	/	-7%
CCCCCOc1ccc(OC(=O)c2ccncc2)cc1	-2	-7%	9%	-1%	3%	-5%	-26%
CC(NCC(O)COc1ccccc1)C1COc2ccccc2O1 (centres undefined)	?	0%	-7%	14%	-3%	5%	-21%
O=C(CCCN1C(=O)/C(=C/c2ccccc2)SC1=S)NCCCn1ccnc1	-98*	2%	2%	146%[activator]	0%	3%	?
CCC(CC)c1nnc(NC(=O)c2cc([N+](=O)[O-])ccc2N2CCOCC2)s1	-4	-15%	-6%	-8%	/	/	/
COc1ccc(N(CC(=O)NC(C)C)C(=O)CCC(=O)Nc2ccccn2)cc1	41	-20%	-6%	-10%	-9%	-1%	11%
COC(=O)[C@]1(Cc2ccccc2)N[C@H](CN(C)C(=O)Nc2ccccc2)[C@@H]2C(=O)N(C)C(=O)[C@@H]21	-2	2%	7%	-3%	/	/	/
COc1ccc(N2CC(C(=O)NNC(=O)c3ccc(Br)cc3)CC2=O)c(OC)c1 (centres undefined)	-22	-2%	59%[activator]	-13%	-21%	/	-11%
CCN1CCN(C(=O)c2ccc(Cl)c(S(=O)(=O)N3CCCCCC3)c2)CC1	-36	-1%	11%	64%[activator]	1%	0%	-1%

Looked up one by one from above:
molecule	HCMV inh	TbPYK inhibitor	AMA1-RON2 inh	AmpC no deterg	AmpC detergent	LmPK inh	Sm TGR inh
COc1ccc(N2CC(C(=O)NNC(=O)c3ccc(Br)cc3)CC2=O)c(OC)c1 (centres undefined)	-22	-2%	59%[activator]	-13%	-21%	/	-11%
COc1ccc(C2N3CC4(C)CN2CC(c2ccccc2)(C3)C4=O)cc1OC (centres undefined)	-4	-8%	/	/	21%	/	6%

Going on with the list:
molecule	HCMV inh	TbPYK inhibitor	AMA1-RON2 inh	AmpC no deterg	AmpC detergent	LmPK inh	Sm TGR inh
Cc1ccc(C)c(NC(=O)CN2CCCN(Cc3cccc(Cl)c3)S2(=O)=O)c1	0	0%[15.4 µM]	/	/	16%	/	1%
Cc1ccn2cc(-c3ccc(NC(=O)c4ccco4)cc3)nc2c1	-22	-6%	18%	-53%	-2%	-14%	-7%
O=C(COc1ccc2c3c(c(=O)oc2c1)CCC3)Nc1ccccn1	-19	0%	7%	-15%	?	-9%	1%
O=C(N/N=C/c1ccccn1)c1cccc([N+](=O)[O-])c1	-14	5%	92%[activator]	-19%	-6%	-1%	46%[activator]
Cc1cccc(Nc2nnc(-c3ccc(N4CCOCC4)c([N+](=O)[O-])c3)c3ccccc23)c1	-68*	3%	-25%	10%	0%	3%	3%
COc1ccc(Nc2nnc(SCC(=O)c3cc4ccccc4o3)s2)cc1	-4	?	59%[activator]	-50%	-7%	0%	5%
O=C(O)c1cccc2c1-c1ccc([N+](=O)[O-])cc1C2=O	22	-2%	23%	/	/	/	/
Cn1nc(OCc2ccccc2)ccc1=O	86	-1%	2%	-10%	-9%	-2%	6%
CC(=O)NC(=O)c1cnn(-c2ccccc2)c1N	12	-11%	1%	-15%	2%	-7%	11%
Cc1cc2oc(C(=O)Nc3ccc(S(=O)(=O)N(C)Cc4ccccc4)cc3)cc(=O)c2cc1C	-4	0%	/	/	0%	/	-1%
COc1cccc(C(=O)N(Cc2nc(-c3ccc(C)cc3)no2)C(C)C)c1	0	2%	-13%	52%	-2%	-2%	12%
Cc1ccc(N2C(=O)C3CCCN3C2=S)cc1 (centres undefined)	2	-5%	?	-17%	-10%	-1%	7%
COc1ccc(N2CC(NC(=O)C(c3ccccc3)c3ccccc3)CC2=O)cc1 (centres undefined)	23	0%	/	/	-1%	/	?
Cc1cccc(OCCCC(=O)Nc2ccc(S(N)(=O)=O)cc2)c1	-29	-10%	8%	-5%	0%	2%	/
Cn1c(=O)c2c(nc(N/N=C/c3ccco3)n2C)n(C)c1=O	1	5%	66%[activator]	74%[activator]	-4%	0%	/
O=C(CC1C(=O)NCCN1Cc1ccc(Cl)c(F)c1)NC1CCCCC1 (centres undefined)	66	-10%	22%	30%	2%	-12%	-23%
O=C(CN1C(=O)CC(c2ccco2)Sc2ccccc21)Nc1ccccc1F (centres undefined)	84	-6%	-4%	-26%	-2%	1%	25µM*
O=C(Nc1ccc(N2CCCC2)cc1)c1ccc(Cl)cc1Cl	-33	-6%	-11%	-19%	1%	-1%	6%
O=C(NCc1n[nH]c(=S)n1-c1ccc(F)cc1)c1ccco1	-23	?	13%	-3%	-8%	-23%	3%
Cc1ccc(C2=N/C(=C\c3ccc(OS(=O)(=O)c4ccc(C)cc4)cc3)C(=O)O2)cc1	?	-1%	7%	-30%	?	-1%	-18%
COc1ccc(-c2nc3ccccc3c(=O)n2-c2nccs2)cc1	0	/	19%	-20%	6%	-3%	3%
CC(C(=O)Nc1ccc(S(=O)(=O)N2CCOCC2)cc1)N1C(=O)C2CC=CCC2C1=O (centres undefined)	-32	-2%	-5%	-11%[11.4 µM]	-5%	0%	15%
CC1(O)CC2CC1C(C(=O)O)C2C(=O)O (centres undefined)	-12	1%	21%	/	/	/	/
COc1cc(S(=O)(=O)N2CCCCCC2)c(OC)cc1Br	-29	2%	-9%	-12%	?	0%	16%[11.4 µM]
O=C(CCNS(=O)(=O)c1cccc2nsnc12)NCc1ccccc1Cl	-25	1%	-10%	-18%	4%	0%	12%

One compound at a time (already shown). Order of values: HCMV inh	TbPYK inhibitor	AMA1-RON2 inh	AmpC no deterg	AmpC detergent	LmPK inh	Sm TGR inh
`Cc1cc2oc(C(=O)Nc3ccc(S(=O)(=O)N(C)Cc4ccccc4)cc3)cc(=O)c2cc1C` across the screens: -4	0%	/	/	0%	/	-1%
`O=C(Nc1ccc(N2CCCC2)cc1)c1ccc(Cl)cc1Cl` across the screens: -33	-6%	-11%	-19%	1%	-1%	6%

(next part)
molecule	HCMV inh	TbPYK inhibitor	AMA1-RON2 inh	AmpC no deterg	AmpC detergent	LmPK inh	Sm TGR inh
O=c1nc(N/N=C/C=C/c2ccccc2)cn[nH]1	15	-16%	32%[activator]	0%	-1%	?	-5%
CC(C)(C)NCc1cc(Cl)ccc1OCc1cccs1	-28	4%	14%	-9%	2%	0%	-1%
CCOC(=O)C1CCN(C(=O)c2ccc(N3CCOCC3)c([N+](=O)[O-])c2)CC1	19	1%	5%	37%	2%	/	-21%
CN(C)C=Nc1ccc2nn(-c3ccccc3)nc2c1	27	4%	-5%	3%	?	-7%	6%
O=C(CSc1ccc(F)cc1)NC(=O)c1ccccc1	-5	5%	-1%	/	/	/	/
Cc1ccc(CNC(=O)C2CCCN(S(=O)(=O)N3CC(C)CC(C)C3)C2)cc1 (centres undefined)	0	0%	-5%	28%	2%	-3%	7%
COc1ccc(N(CC(=O)NCCC2=CCCCC2)S(C)(=O)=O)cc1OC	-23	-9%	-3%	10%	-10%	3%	1%
COC(=O)C1(Cc2cc(-c3ccccc3)no2)CCN(C(=O)OC(C)(C)C)CC1	?	2%	1%	123%[activator]	-15%	1%	-29%
COc1cc(C2C(c3ccccc3)C(c3cc(OC)cc(=O)o3)C2c2ccccc2)oc(=O)c1 (centres undefined)	?	-5%	7%	/	/	/	/
COc1ccccc1[As](=O)(O)CC(O)COc1ccc(Cl)cc1Cl (centres undefined)	-18	/	/	-7%	?	-2%	40µM*
